# Bim-Bcl-XL – disrupts Bim peptide binding to human Bcl-XL. Q07817. bead flow cytometry, fluorescence. inhibition, % at 10 µM. 0.04% of 190,000 active. AID 1007
# Bcl-2 Bim block – disrupts Bim peptide binding to human Bcl-2; 0.06% of 190,000 active; Bead-based flow cytometry, Bim peptide-Bcl-2 binding; P10415; inhibition, % at 10 µM; in the data active = inhibition above about 40%; inconclusive = no clear call, values can overlap the other calls;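 also: 0% = no compound wells with probe peptide and 100% = reference peptide inhibitor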
# Target sequence (P10415 whole entry, looked up): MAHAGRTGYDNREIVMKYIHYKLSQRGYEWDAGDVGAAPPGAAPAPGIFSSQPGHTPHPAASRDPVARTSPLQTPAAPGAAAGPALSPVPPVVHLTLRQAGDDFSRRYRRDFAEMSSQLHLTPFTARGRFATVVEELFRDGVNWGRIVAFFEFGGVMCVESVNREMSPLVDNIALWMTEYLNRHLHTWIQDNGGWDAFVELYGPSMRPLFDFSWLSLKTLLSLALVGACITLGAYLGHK
# RGS7-Gao reg – modulates binding of RGS7 to human Galphao; P09471; Multiplexed bead flow cytometry; actives lie on both sides; binding response (% of control), % at 10 µM; 0.35% of 220,000 active; in the data active = binding response below about 49% or above about 150%; inconclusive = no clear call, values can overlap the other calls; inactive = in between;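 also: fluorescent Galphao held in activated GDP-AlF4 state binding bead-coupled RGS7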
# RGS8-Gao – human RGS8-Galphao interaction regulation | response (percent of control binding), % at 10 µM | P09471 | 0.34% of 220,000 active | multiplexed bead flow cytometry, RGS8-Galphao binding; actives lie on both sides; in the data active = response below about 60% or above about 140%; inactive = in between;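 also: Galphao activated as the GDP aluminium fluoride complex binding bead-coupled RGS8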
# ABCG2 inh – human ABCG2 inhibition, ABCB1 as counter-screen | inhibition, % at 6.6 µM | Q9UNQ0 | IgMXP3 cells, JC-1 efflux, flow cytometry | 0.1% of 190,000 active | AID 1325;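 active = inhibition above 80%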;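 also: 0% = DMSO and 100% = nicardipine control wells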
# Target sequence (Q9UNQ0 whole entry, looked up): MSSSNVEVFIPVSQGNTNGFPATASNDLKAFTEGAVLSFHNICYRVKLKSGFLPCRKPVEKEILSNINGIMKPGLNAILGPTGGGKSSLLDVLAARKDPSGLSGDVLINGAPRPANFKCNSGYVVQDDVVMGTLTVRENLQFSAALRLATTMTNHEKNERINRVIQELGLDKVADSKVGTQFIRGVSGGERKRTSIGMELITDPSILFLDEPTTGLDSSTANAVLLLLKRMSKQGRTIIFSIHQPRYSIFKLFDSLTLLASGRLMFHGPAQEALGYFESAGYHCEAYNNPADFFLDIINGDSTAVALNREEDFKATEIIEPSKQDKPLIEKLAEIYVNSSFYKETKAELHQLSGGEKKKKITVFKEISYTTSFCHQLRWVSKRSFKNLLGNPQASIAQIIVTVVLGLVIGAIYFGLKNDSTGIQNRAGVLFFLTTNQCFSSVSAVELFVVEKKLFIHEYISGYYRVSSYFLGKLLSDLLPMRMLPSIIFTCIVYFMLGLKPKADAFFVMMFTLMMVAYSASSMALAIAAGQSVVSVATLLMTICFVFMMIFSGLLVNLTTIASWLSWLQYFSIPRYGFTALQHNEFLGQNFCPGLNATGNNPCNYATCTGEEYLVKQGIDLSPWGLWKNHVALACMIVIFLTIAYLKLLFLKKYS
#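 Incubation: cells with compound and JC-1, 10 min at 25 °C, rotating, no wash / Test system: IgMXP3 (ABCG2) plus far-red-tagged CCRF-Adr (ABCB1) cells / Compound dosing: one concentration, 6.6 µM final / Also added: JC-1 fluorescent substrate / Evaluation: efflux inhibition in percent versus controls / Detection: flow cytometry, 530 nm JC-1 signal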
# ABCB1 inh – human ABCB1 inhibition, ABCG2 as counter-screen; P08183; CCRF-Adr cells, JC-1 efflux, flow cytometry; inhibition, % at 6.6 µM; 0.067% of 190,000 active; AID 1326; in the data active = inhibition above about 40%;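 also: 0% = vehicle and 100% = reference inhibitor; higher value means more JC-1 retained so stronger ABCB1 efflux block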
# RGS4-Gao reg – modulates binding of RGS4 to human Galphao. Multiplexed bead flow cytometry; actives lie on both sides. binding response (% of control), % at 10 µM. AID 1415. 0.33% of 220,000 active; in the data active = binding response below about 49% or above about 150%; inactive = in between;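 also: fluorescent Galphao activated with aluminum fluoride binding bead-coupled RGS4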
# GSH bead fluor – compound fluoresces at 488/530 nm on GSH beads. GSH beads flow cytometry, compound fluorescence 488/530 nm; active compounds read high. fluorescence (KMESF) at 10 µM. 0.25% of 190,000 active. AID 1776; in the data active = fluorescence above about 89;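 also: glutathione beads carrying GST-tagged Bcl family fusion proteins plus one bare bead set; values are compound well signal with DMSO vehicle wells as background; inactives centre near 16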
# Bim-Bfl-1 – disrupts Bim binding to human Bfl-1; Q16548; Bead-based flow cytometry, Bim-Bfl-1 binding inhibition; inhibition, % at 10 µM; 0.12% of 190,000 active; AID 1008;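 also: 0% = wells without compound plus tracer and 100% = blocker peptide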
# Bcl-B Bim block – disrupts Bim peptide binding to human Bcl-B. inhibition, % at 10 µM. bead-based flow cytometry. AID 951. 0.073% of 190,000 active;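 also: 0% = tracer peptide without compound and 100% = reference inhibitor peptide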
# Bcl-W Bim block – disrupts Bim peptide binding to human Bcl-W | Q92843 | bead-based flow cytometry | inhibition, % at 10 µM | 0.02% of 190,000 active | AID 952;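 also: 0% = bound tracer without compound and 100% = peptide blocker; higher means less fluorescent Bim peptide bound to Bcl-W beads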
# Target sequence (Q92843 whole entry, looked up): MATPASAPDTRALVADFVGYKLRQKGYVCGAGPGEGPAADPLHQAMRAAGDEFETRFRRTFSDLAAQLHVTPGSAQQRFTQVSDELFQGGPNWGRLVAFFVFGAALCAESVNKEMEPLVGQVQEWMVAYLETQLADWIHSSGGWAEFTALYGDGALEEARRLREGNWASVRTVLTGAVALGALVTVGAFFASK
# * hit, by the source's call; ? = inconclusive; · = not tested or not shown. Rule as the data show it, unless noted: active = inhibition above about 40%. An unsorted share of the library; any-hit rate near 1.1%.
SMILES,Bim-Bcl-XL,Bcl-2 Bim block,RGS7-Gao reg,RGS8-Gao,ABCG2 inh,ABCB1 inh,RGS4-Gao reg,GSH bead fluor,Bim-Bfl-1,Bcl-B Bim block,Bcl-W Bim block
COc1ccc(NC(=S)Nc2cc(S(=O)(=O)N3CCCCC3)ccc2OC)cc1,0,-2,99,95,-4,-0.1,101,10,-4,-2,-1
CC(C)N(C(=O)COC(=O)c1cccc(C(=O)OCC(=O)N(C(C)C)C(C)C)n1)C(C)C,-2,-1,97,101,0,0.9,97,17,-2,0,1
O=C1C(=Cc2cccn2-c2ccc(O)cc2)C(=O)c2ccccc21,12,-5,97,102,1,-0.4,96,11,8,4,15
CC(/C=C/c1ccc2c(c1)OCO2)=N\NC(=O)c1ccccc1,0,0,106,105,3,0.1,105,24,-2,0,2
COc1ccc(C2C(C(=O)N3CCOCC3)CCC(=O)N2c2ccc(OC)cc2)cc1 (configuration not stated),0,2,103,106,1,0.3,101,5,-1,-2,0
Cc1cccc(CSCc2ccc(C(=O)NCC3CCCO3)o2)c1 (configuration not stated),1,1,99,100,15,1.0,99,20,-3,-1,1
CCCCCCCCC(=O)N/N=C/c1cccc(Br)c1,-2,1,103,101,2,0.3,101,9,-1,0,-3
O=C(CSc1nc2c(sc3ccccc32)c(=O)n1Cc1ccccc1)NCC1CCCO1 (configuration not stated),-7,-15,101,101,19,1.9,99,24,-14,-9,-1
CC1CCCCN1CC(=O)c1c(N)n(Cc2ccccc2)c(=O)n(C)c1=O (configuration not stated),-1,-3,107,106,4,1.1,109,33,3,-2,-4
CCOc1ccc(NC(=O)c2nn(C)cc2Br)cc1,1,-2,103,97,8,0.6,99,13,0,0,2
Cc1cc(=O)[nH]c(SCC2COC3(CCCCC3)O2)n1 (configuration not stated),-5,-9,101,105,10,0.0,106,30,-17,-3,0
N#CC1=C(N)NC(SCc2ccccc2)=C(C#N)C12CCCC2,-1,-3,98,92,0,-0.4,92,22,0,-5,0
COc1ccc(C=O)cc1OS(=O)(=O)c1ccccc1[N+](=O)[O-],-2,2,99,99,41,2.1,99,12,0,2,0
COc1ccccc1C(=O)N1CCc2ccccc21,0,2,102,102,3,-0.9,102,29,0,-1,-2
Cc1ccc(NCN2C(=O)c3ccccc3C2=O)c(C)c1,0,1,97,93,3,1.1,97,22,0,0,0
COc1cc(-c2nnc(SCc3cc(=O)oc4cc(C)ccc34)o2)cc(OC)c1OC,27,14,104,110,1,1.8,103,19,22,11,17
O=C(Cn1cccc1)Nc1ccc(F)cc1F,-3,-7,100,101,0,0.0,105,11,-11,-3,2
O=C(N/C=C/n1cnc2cc(C(F)(F)F)ccc21)c1ccccc1F,0,4,97,103,9,-0.1,101,21,-1,-7,-2
CCCS(=O)(=O)n1nc(-c2ccc(OC)cc2)cc1N,-3,-7,99,100,5,0.5,97,27,-11,-8,0
Cc1cc(/C=C2/NC(=O)N(Cc3ccccc3F)C2=O)c(C)n1C,-7,4,93,97,1,1.0,95,12,1,-5,-2

# An excerpt from above, showing only Bcl-2 Bim block, GSH bead fluor and RGS4-Gao reg.
SMILES	Bcl-2 Bim block	GSH bead fluor	RGS4-Gao reg
CCCCCCCCC(=O)N/N=C/c1cccc(Br)c1	1	9	101
COc1ccc(C=O)cc1OS(=O)(=O)c1ccccc1[N+](=O)[O-]	2	12	99

# Next compounds:
SMILES,Bim-Bcl-XL,Bcl-2 Bim block,RGS7-Gao reg,RGS8-Gao,ABCG2 inh,ABCB1 inh,RGS4-Gao reg,GSH bead fluor,Bim-Bfl-1,Bcl-B Bim block,Bcl-W Bim block
COc1ccccc1N1CCN(C(=O)c2cc3sccc3n2C)CC1,-4,0,104,103,4,1.3,105,10,-1,-2,-2
CCN(CC)S(=O)(=O)c1ccc(N(C)Cc2cccnc2)nc1,-5,-2,101,102,6,0.6,105,35,-3,-3,-4
S=C1NC(c2ccccc2)=NCN1c1ccccc1,1,-6,111,109,8,-3.8,105,22,-8,-7,0
O=C1CN(C(=O)COC(=O)C2CCN(S(=O)(=O)c3ccccc3C(F)(F)F)CC2)c2ccccc2N1,-2,-7,94,97,1,0.2,94,6,-10,-5,4
CC1Cc2ccccc2N1C(=O)c1cccnc1 (configuration not stated),0,3,101,86,3,0.7,102,50,3,4,0
COc1ccc(C2(CNC(=O)Cc3ccc(OC)c(OC)c3)CCCC2)cc1,-1,-5,104,101,3,1.5,101,10,-7,-3,0
O=C(Nc1ccccc1F)C(=O)c1cn(CC(=O)N2CCCCC2)c2ccccc12,-1,-3,96,99,8,0.8,101,9,-5,-2,-1
Cc1nc(NC(=O)c2ccc(F)cc2)nc2cc3c(cc12)OCO3,-2,0,98,99,1,0.1,98,19,0,-1,-3
Nc1ccccc1C(=O)N/N=C1\C2CN3CCN(C2)CC1(c1ccccc1)C3,-6,-1,101,103,2,0.3,107,9,1,-1,-5
C=C(C)CNC(=S)N/N=C1\CCCCc2ccccc21,-3,-8,97,99,2,0.0,100,13,-6,-4,-1

# Reformatted: results already given
# Values in the order: Bim-Bcl-XL	Bcl-2 Bim block	RGS7-Gao reg	RGS8-Gao	ABCG2 inh	ABCB1 inh	RGS4-Gao reg	GSH bead fluor	Bim-Bfl-1	Bcl-B Bim block	Bcl-W Bim block
S=C1NC(c2ccccc2)=NCN1c1ccccc1
→ 1	-6	111	109	8	-3.8	105	22	-8	-7	0
C=C(C)CNC(=S)N/N=C1\CCCCc2ccccc21
→ -3	-8	97	99	2	0.0	100	13	-6	-4	-1
COc1ccc(C2(CNC(=O)Cc3ccc(OC)c(OC)c3)CCCC2)cc1
→ -1	-5	104	101	3	1.5	101	10	-7	-3	0
CCN(CC)S(=O)(=O)c1ccc(N(C)Cc2cccnc2)nc1
→ -5	-2	101	102	6	0.6	105	35	-3	-3	-4

# 3 successive records from above:
SMILES,Bim-Bcl-XL,Bcl-2 Bim block,RGS7-Gao reg,RGS8-Gao,ABCG2 inh,ABCB1 inh,RGS4-Gao reg,GSH bead fluor,Bim-Bfl-1,Bcl-B Bim block,Bcl-W Bim block
COc1ccc(NC(=S)Nc2cc(S(=O)(=O)N3CCCCC3)ccc2OC)cc1,0,-2,99,95,-4,-0.1,101,10,-4,-2,-1
CC(C)N(C(=O)COC(=O)c1cccc(C(=O)OCC(=O)N(C(C)C)C(C)C)n1)C(C)C,-2,-1,97,101,0,0.9,97,17,-2,0,1
O=C1C(=Cc2cccn2-c2ccc(O)cc2)C(=O)c2ccccc21,12,-5,97,102,1,-0.4,96,11,8,4,15

# (next part)
SMILES,Bim-Bcl-XL,Bcl-2 Bim block,RGS7-Gao reg,RGS8-Gao,ABCG2 inh,ABCB1 inh,RGS4-Gao reg,GSH bead fluor,Bim-Bfl-1,Bcl-B Bim block,Bcl-W Bim block
Cc1ccc(SCC(=O)Nc2cccc(C(=O)NC(C)(C)C)c2)cc1,3,-3,104,100,5,0.6,97,15,-5,-3,2
COc1cccc(NC(=O)C(=O)NCc2ccncc2)c1,-1,0,96,99,16,1.7,98,17,-6,-1,1
S=C(Nc1ccc(Cl)cc1)Nc1ccc2cn[nH]c2c1,0,3,98,101,-1,-0.5,101,9,1,0,2
CCOc1ccc2sc(NS(=O)(=O)c3ccc(OC)c(OC)c3)nc2c1,-1,-8,·,·,-1,-0.5,·,42,-8,-8,4
O=C(CSc1nnc(-c2ccccc2Cl)n1Cc1ccco1)Nc1ccc2c(c1)OCCO2,-4,0,99,98,2,-1.5,98,22,-2,-4,0
O=C(COC(=O)CC1c2ccccc2CCN1S(=O)(=O)c1ccccc1)Nc1ccccc1 (configuration not stated),-7,-1,101,97,10,1.9,102,9,6,-6,-1
CCOC(=O)N1CCN(C(=O)C2CCCN(S(=O)(=O)c3ccccc3)C2)CC1 (configuration not stated),4,-8,95,103,1,0.8,97,64,-10,-8,-4
O=C(CSc1nc2ccccc2c(=O)n1CCCN1CCOCC1)Nc1ccc2c(c1)OCO2,-2,0,98,103,1,2.3,96,17,-5,-5,0
O=C(c1ccc(F)cc1)N1CCCC(c2nc(-c3cccs3)no2)C1 (configuration not stated),-2,-4,?,107,5,1.7,103,11,-2,-3,-1
O=C(Nc1ccc2c(c1)OCO2)N1CCN(c2ncc(C(F)(F)F)cc2Cl)CC1,-4,-4,105,104,2,0.4,103,257*,-10,-6,0
CCCOC(=O)c1[nH]c2c(c1C)C(=O)CC(c1ccc(OC)c(OC)c1)C2 (configuration not stated),-1,-5,103,104,29,1.6,106,25,0,-1,-3
O=C(NC(=S)Nc1ccc2cn[nH]c2c1)c1ccccc1,-3,-2,?,93,6,0.5,94,13,-5,-5,1
Cc1ccc(C)c(NC(=S)N2CCCCC2CO)c1 (configuration not stated),-5,-6,96,100,0,-0.3,100,12,-9,-7,-5
Cc1nn(-c2ccccn2)c2c1-c1nc(N)ncc1CC2,-2,0,97,98,4,0.3,98,13,-2,-1,-2
CN(C)S(=O)(=O)c1ccc(Cl)c(NC(=O)COC(=O)CN2C(=O)C3CCCCC3C2=O)c1 (configuration not stated),-4,-3,103,101,2,0.4,103,21,-5,-2,-1
Cc1ccc(CSCCNC(=O)CSc2ccccc2)cc1,-4,-3,101,101,1,0.3,98,6,-1,-6,-2
CCc1nnc(NS(=O)(=O)c2ccc(N3C(=O)c4ccc(C(=O)O)cc4C3=O)cc2)s1,0,0,96,98,20,0.5,96,10,-2,0,3
COc1cc(OC)c2c(c1)C(=O)c1cc(OC)cc(OC)c1C2=O,0,-1,100,103,0,0.0,99,13,0,-2,0
COC(=O)Cn1ncn2c(cc3oc(C)cc32)c1=O,2,5,104,102,0,-0.3,107,15,1,5,3
COc1cc(/C=N/NC(=O)c2cccs2)ccc1OCc1ccccc1,-2,-4,98,99,0,-0.2,97,20,0,-1,-2
Cc1ccc(C(=O)N(c2ccccn2)C(C)c2ccco2)cc1 (configuration not stated),-3,4,106,109,1,0.2,104,4,7,2,-2
CC(=O)N1CCc2ccc(S(=O)(=O)N3CC(C)OC(C)C3)cc21 (configuration not stated),15,12,102,101,29,0.3,101,9,9,11,11
CCOc1ccc(Nc2ncnc3c2cnn3-c2ccccc2)cc1,-3,-3,98,98,2,0.2,99,12,-9,-1,-1
O=c1c2c(n3nnnc3n1Cc1ccccc1)-c1ccccc1CC21CCCC1,-3,-6,102,106,0,0.2,103,9,-9,69*,2
CCCCNC(=O)c1onc(CSc2cccc(OCC)c2)c1C(=O)O,-9,-9,99,99,1,-0.6,100,19,-12,-12,-1
COc1ccc(CNC(=O)CCc2nc(-c3ccccc3F)no2)c(OC)c1,-6,-9,97,104,5,0.8,101,25,-13,-8,-1
CCC(=O)c1ccc(N2CCN(C(=O)Cc3ccccc3)CC2)c(F)c1,-6,-6,97,101,11,1.0,99,31,-7,-5,0
COc1cccc(CC2(CO)CCCN(C(=O)c3cc[n+]([O-])cc3)C2)c1 (configuration not stated),-3,-5,106,99,4,1.8,97,10,-5,-5,-2
Cc1ccc(-n2c(Cc3cccs3)nnc2SCC(=O)OC(C)C)cc1,-9,-2,99,103,4,1.7,100,39,-10,-1,3
COc1ccc(OC)c(N(CC(=O)N2CCCC2)S(=O)(=O)c2ccc(OC)c(OC)c2)c1,-18,-5,96,96,1,0.5,99,39,-3,-2,-5

# Bioassay records as filed in PubChem.
